Compound activity as filed in PubChem.
CAL PDZ FP-1 – CAL PDZ peptide-binding inhibitors, primary screen, biochemical, fluorescence polarization, Cer-tagged CAL PDZ, HTS; purified CAL PDZ, TMR-peptide fluorescence polarization, 1 h; Golgi-associated PDZ and coiled-coil motif-containing protein (Homo sapiens), Q9HD26; 330,000 tested, 0.02% active; inhibition, % at 20 µM; AID 504414, 2011;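 active = highest replicate inhibition of at least 40%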;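 also: plate controls were DMSO neutral control wells for no effect and unlabeled competitor peptide control wells for full effect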
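Test system: tagged CAL PDZ domain / Buffer or medium: sodium phosphate/NaCl buffer pH 7.4 with TCEP, IgG, Thesit / Reagent: TMR-labelled reporter peptide T*-PRC34 bound in PDZ groove / Compound dosing: single point, 20 µM / Schedule: 1 h incubation at room temperature before polarization reading / Technique: fluorescence polarization (mP) / Benchmarks: unlabelled peptide, DMSO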
PvdQ acylase – P. aeruginosa PvdQ acylase inhibitors, primary screen, biochemical, fluorescence, plate reader and imaging, single point; PvdQ acylase [Pseudomonas aeruginosa LESB58]; purified PvdQ acylase; inhibition, % at 10 µM; 340,000 tested, 0.063% active; AID 488965, 2010; in the data active = inhibition above about 30%, passing the limit was not always enough; inconclusive = no clear call, values can overlap the other calls;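 also: 0% = vehicle neutral wells and 100% = reference inhibitor wells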
SR-BI DiI inh – inhibitors of SR-BI mediated HDL lipid uptake, primary screen, ldlA[mSR-BI] cells, fluorescence, single point; ldlA[mSR-BI] CHO cells, DiI-HDL uptake fluorescence, 3 h; Scavenger receptor class B member 1 (Mus musculus), Q61009; inhibition, % at 12.5 µM; 320,000 tested, 0.96% active;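 active = mean replicate inhibition of at least 70% and a set share of replicates each scoring 70 or more; inconclusive = meets just one of the two criteria; inactive = fails both criteria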;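 also: 0% = median of neutral control wells and 100% = median of positive control wells; values of inactives mirror those of a sister screen read the other way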
NSD2 HMT inh – NSD2 histone methyltransferase inhibitors, primary screen, biochemical, AlphaScreen, single concentration, set 2 | NSD2 peptide methylation, 120 min | inhibition, % at 12.5 µM | 310,000 tested, 0.54% active | Histone-lysine N-methyltransferase NSD2 (Homo sapiens), O96028; in the data active = inhibition above about 50%
Rtt109 Vps75 – inhibitors of C. albicans Rtt109/Vps75 HAT, primary screen, biochemical, ThioGlo CoA-SH fluorescence, plate reader; purified Rtt109/Vps75, 4 h; inhibition, % at 34.9 µM; 330,000 tested, 0.16% active; AID 540336, 2011;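 active = inhibition of at least 50% in every replicate; inconclusive = best replicate reaches 50% inhibition but some replicates fall short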
Target sequence (Q5AAJ8 whole entry, looked up): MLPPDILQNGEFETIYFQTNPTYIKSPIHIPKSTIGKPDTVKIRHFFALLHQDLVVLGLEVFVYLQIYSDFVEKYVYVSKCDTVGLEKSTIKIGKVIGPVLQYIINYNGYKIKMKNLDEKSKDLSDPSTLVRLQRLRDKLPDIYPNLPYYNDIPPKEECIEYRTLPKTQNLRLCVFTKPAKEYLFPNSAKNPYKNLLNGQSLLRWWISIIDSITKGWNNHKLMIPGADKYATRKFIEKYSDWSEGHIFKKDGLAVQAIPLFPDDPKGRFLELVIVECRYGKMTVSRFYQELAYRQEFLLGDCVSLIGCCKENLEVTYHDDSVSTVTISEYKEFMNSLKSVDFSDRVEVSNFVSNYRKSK
dFosB act – activators of delta FosB homodimer, primary screen, biochemical, fluorescence polarization, TAMRA-CDK5 oligo, single point; Protein FosB (Mus musculus), P13346; purified delta FosB; percent of positive-control signal above neutral wells; activation, % at 25 µM; 340,000 tested, 0.99% active;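 active = mean activation above about 17%, with every replicate also reaching it, limit read from the data, passing the limit was not always enough; inconclusive = only one of the two conditions met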;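 also: fluorescence polarization rise as delta FosB binds a TAMRA Cdk5 AP-1 oligo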
Target sequence (P13346 whole entry, looked up): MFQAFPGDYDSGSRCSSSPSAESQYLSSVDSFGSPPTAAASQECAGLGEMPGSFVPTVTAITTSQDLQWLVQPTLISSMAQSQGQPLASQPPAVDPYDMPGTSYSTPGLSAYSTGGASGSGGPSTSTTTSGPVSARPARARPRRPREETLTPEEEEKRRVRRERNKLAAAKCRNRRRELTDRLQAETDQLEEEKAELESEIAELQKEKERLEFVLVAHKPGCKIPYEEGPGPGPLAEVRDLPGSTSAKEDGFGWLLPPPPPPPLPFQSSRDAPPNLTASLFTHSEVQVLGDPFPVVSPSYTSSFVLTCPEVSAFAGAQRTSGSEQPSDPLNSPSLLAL
MITF act – activators of MITF-driven TRPM1 promoter reporter, primary screen, cell-based, SK-MEL-5, luciferase, single point | activation, % at 12.5 µM | SK-MEL-5 TRPM1-promoter luciferase, 24 h; % of positive control, neutral wells = 0 | 300,000 tested, 0.75% active | AID 588334, 2011;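 active = mean activation of at least 80% with every replicate also reaching 80%; inconclusive = mean reaches 80% but some replicate falls short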;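 also: 0% = neutral control wells and 100% = parthenolide positive control wells; values of inactives mirror those of a sister screen read the other way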
PfHsp90 yeast 2 – growth inhibition of PfHsp90-expressing yeast, primary screen, antimalarial PfHsp90 inhibitor project, S. cerevisiae, BacTiter-Glo luminescence, single point, set 2; 310,000 tested, 0.32% active; AID 504621, 2011; inhibition, % at 9.4 µM; BacTiter-Glo ATP, 48 h; yeast lacking PDR1 and PDR3 efflux regulators;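 active = every replicate shows inhibition above about 80%, whatever the replicate mean, limit read from the data; inconclusive = mean inhibition reaches the set limit but some replicate falls short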;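 also: 0% = DMSO neutral controls and 100% = 20 µM radicicol positive controls; yeast relying on Plasmodium falciparum Hsp90 in place of its own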
SR-BI uptake up – activators of SR-BI mediated DiI-HDL uptake, primary screen, ldlA[mSR-BI] CHO cells, DiI fluorescence | 320,000 tested, 0.096% active | 3 h; 100 = double the neutral-control signal | activation, % at 12.5 µM;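 active = mean replicate activation of at least 60% and every replicate at or above 60%; inconclusive = mean or all-replicate condition met, but not both; inactive = mean below 60% and not all replicates reaching 60%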;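 also: 0% = median plate neutral-control signal and 100% = twice that signal; values of inactives mirror those of a sister screen read the other way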
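System: CHO ldlA[mSR-BI] cells / Medium: HEPES-buffered (25 mM, pH 7.4) F12 plus 0.5% BSA / Probe or stimulus: labelled HDL, 10 µg/mL / Doses: single compound concentration, delivered by pin transfer / Schedule: 3 h, 37 °C / Measured by: DiI fluorescence, bottom read / Measure: cell-associated DiI fluorescence as measure of HDL uptake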
CAL PDZ FP-2 – untagged CAL PDZ binding inhibitors, primary screen, biochemical, fluorescence polarization, HTS; Golgi-associated PDZ and coiled-coil motif-containing protein (Homo sapiens), Q9HD26; purified CAL PDZ, TMR-peptide fluorescence polarization, 1 h; inhibition, % at 24.9 µM; 300,000 tested, 0.92% active; AID 602252, 2012;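 active = mean inhibition of at least 30% with at least half of replicates also reaching 30%; inconclusive = no clear call, values can overlap the other calls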;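 also: 0% = DMSO neutral control and 100% = excess unlabeled competitor peptide PRC23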
An asterisk follows results filed as active; ? = inconclusive; · = not tested or not shown.

SMILES	CAL PDZ FP-1	PvdQ acylase	SR-BI DiI inh	NSD2 HMT inh	Rtt109 Vps75	dFosB act	MITF act	PfHsp90 yeast 2	SR-BI uptake up	CAL PDZ FP-2
COc1ccccc1-n1c(-c2cc(-c3ccc(F)cc3)n[nH]2)n[nH]c1=S	-1.7	-6	-1	2	7	-4	2	-10	1	-4
CC(C)C(NC(=O)c1ccco1)C(=O)OCC(=O)Nc1ccc(C(N)=O)cc1 (stereo unspecified)	0.1	-6	-7	1	-2	-2	-8	-5	7	4
COc1ccc(NS(=O)(=O)c2cccc(C(=O)NCc3cccnc3)c2)cc1	0.4	-5	8	0	-5	2	-3	·	-8	-6
Cc1ccc(N=CNc2ccc(C)cc2C)c(C)c1	-0.4	1	13	-3	12	-3	·	-1	-13	-2
O=C(c1cc(-c2ccco2)nc2ccccc12)N(Cc1nnc(-c2ccc(Cl)cc2)o1)C1CC1	-2.4	0	8	3	1	-10	-1	6	-8	0
CCOC(=O)c1c(C)nc2sc3c(=O)n(-c4ccc(C(C)=O)cc4)nnc3c2c1-c1ccc(OC)cc1	0.3	-5	46	3	2	7	-26	5	-46	-4
Cc1cc(C)c(C)c(C(=O)C2OC(=O)C(C)(C)C(=O)C2(C)C)c1C (stereo unspecified)	-0.4	12	27	-3	0	-9	-10	-4	-27	0
CCOC(=O)CSc1nnc(C)n1N	-0.5	9	-13	0	-6	0	2	6	13	-4
Cc1cc(C(=O)OCC(=O)Nc2ccccc2C#N)c(C)o1	-0.4	5	-17	0	8	-3	12	-6	17	-5
COc1cc(CC(=O)NCc2ccccn2)cc(OC)c1OC	·	-1	-20	0	-11	0	-1	-10	20	3
CNC(=O)c1ccc(Nc2nc(-c3ccccc3)nc3ccccc23)cc1	-5.3	7	·	-2	1	-74	·	-8	·	3
O=C(NC(=S)NNC(=O)c1ccco1)c1ccc(F)cc1	-2.9	0	-68	15	2	-4	-1	-26	?	4
CC(C)(C)C(=O)CSc1ncccn1	-0.2	5	-15	1	-10	1	0	8	15	·
COC(=O)C(CC(=O)c1ccccc1)CC(=O)c1ccccc1	-0.1	-6	·	-2	-8	-1	32	-9	·	-8
CCOC(=O)C1=C(N)OC2=C(C(=O)CCC2)C1c1ccccc1OC (stereo unspecified)	-1.9	-15	-19	-3	-15	0	-7	-2	19	-5
O=C(CN1CCN(Cc2ccc(F)cc2)CC1)NCc1ccccc1	-14	-3	4	-1	6	-4	0	-2	-4	-3
COc1ccc(CC(=O)N2CCC(n3nccc3NC(=O)C3CC3)CC2)cc1	-2.0	-10	-10	-1	-13	-10	8	0	10	1
CCOC(=O)C1=C(CSc2nnnn2C)N(C)C(=O)NC1c1ccccc1 (stereo unspecified)	·	-4	-17	-2	-2	-1	-9	2	17	2
COc1ccc(S(=O)(=O)NC(C)C(=O)NCc2ccccn2)cc1OC (stereo unspecified)	-1.7	-16	·	-1	-8	3	·	-10	·	0
CCOC(=O)Cc1n[nH]c(=O)c2ccccc12	-0.3	-7	-18	-2	7	1	1	2	18	2
Cc1oc(-c2cccs2)nc1CN1CC[C@@](O)(c2ccccc2)[C@H]2CCCC[C@@H]21	-2.4	-20	14	5	·	-1	3	-6	-14	-3
CCOC(=O)C1C(=O)NC(c2ccccc2)=NC1c1ccc(C(C)C)cc1 (stereo unspecified)	-1.0	-5	-4	0	-3	5	·	-19	4	·
CN1C(=S)SC(C)(C)C1(C)NO (stereo unspecified)	0.2	0	-5	1	-2	0	4	6	5	6
O=C(CNc1ccccc1OC(F)F)N1CCc2ccccc21	0.0	-11	-3	·	-4	11	108*	-3	3	3
O=C(Nn1c(Cc2cccs2)nc2ccccc2c1=O)c1cccs1	·	-14	-30	6	3	-7	4	5	30	-6
SMILES	CAL PDZ FP-1	PvdQ acylase	SR-BI DiI inh	NSD2 HMT inh	Rtt109 Vps75	dFosB act	MITF act	PfHsp90 yeast 2	SR-BI uptake up	CAL PDZ FP-2
CC(C)(C)S(=O)(=O)/C(C#N)=N/Nc1ccc(Cl)cc1	0.1	5	18	10	-3	5	-17	-42	-18	-4
COc1ccc(OCCc2nnc(N)s2)cc1	-2.2	-13	-10	-3	-3	8	·	·	10	-2
CCc1c(C)sc(NC(=O)OC)c1C(=O)N1CCCCC1	-0.8	4	9	4	7	-3	1	24	-9	·
CC(C)CN(CCNC(=O)CC1Oc2ccccc2NC1=O)CC(C)C (stereo unspecified)	-0.6	-18	-12	·	-6	-5	1	2	12	·
O=C(COC(=O)CNC(=O)C1CCCCC1)Nc1ccccc1OC(F)F	0.5	-12	-14	-3	3	0	-2	-1	14	·
CC(OC(=O)CCCCCN=C1NS(=O)(=O)c2ccccc21)C(=O)Nc1cc(Cl)cc(Cl)c1 (stereo unspecified)	-1.5	-7	16	1	7	-1	14	-34	-16	-4
CCCCn1c(N)c(N(CC(C)C)C(=O)CSc2ccccc2C)c(=O)[nH]c1=O	-0.3	0	0	-1	·	3	4	-29	0	4
O=C(NCCN1CCOCC1)c1ccc(/C=C2\Sc3ccccc3N(Cc3ccc(F)cc3)C2=O)cc1	-1.8	-13	39	4	-6	-4	-3	-111	-39	-8
CC(=O)NC(=S)Nc1ccccc1C(=O)NC1CCCCC1	-3.0	-16	-3	-2	-10	-3	1	6	3	1
O=C(NC1CCCc2ccccc21)C1CCN(C(=O)c2sccc2-n2cccc2)CC1 (stereo unspecified)	-1.6	9	46	·	1	1	·	-7	-46	·
CCc1nc(C)cn1S(=O)(=O)c1cc(C)c(OC)cc1C	-1.0	-11	-5	·	8	6	·	-13	2	·
COC(=O)c1c(NC(=S)NN2CCN(C)CC2)sc2c1CCC(C)C2 (stereo unspecified)	-0.1	8	-5	6	-2	4	-49	2	5	·
O=c1c2ccccc2nc(/C=C/c2ccc3c(c2)OCO3)n1CCCO	-1.9	0	27	·	-8	-10	35	·	-27	2
NNC(=O)c1csc(Cc2c(Cl)sc3ccc(Cl)cc23)n1	0.2	-5	15	1	1	-6	2	-19	-15	·
Cc1ccc(NC2c3ncccc3C(=O)N2C2CCCCC2)cc1C (stereo unspecified)	-1.8	-21	-3	-1	9	-7	11	-8	3	-1
CCOC(=O)CN1C(=O)C(Sc2n[nH]c(-c3ccc(C)cc3)n2)CCc2ccccc21 (stereo unspecified)	-2.5	-5	-12	·	14	-16	-10	-3	12	1
Cc1cccc(N2CCN(C(=O)c3ccc4[nH]c(C)c(C)c4c3)CC2)c1C	0.2	2	15	0	3	-4	-29	-6	-15	-3
CC1CCN=C(N)S1 (stereo unspecified)	-1.0	-5	-12	·	-5	1	0	-27	12	-5
COc1ccc(CN(C(=O)c2ccc(-c3ccccc3)[nH]2)C(C(=O)NCC2CCCO2)c2ccc(C)o2)cc1 (stereo unspecified)	-3.9	-8	-11	0	8	-10	·	17	11	-7
Cc1cc(N2C(=O)C3CC=CCC3C2=O)no1 (stereo unspecified)	·	-2	12	0	0	3	·	·	-12	-1
NS(=O)(=O)c1cc2c(cc1Cl)NC(c1ccccc1OCC(=O)O)NS2(=O)=O (stereo unspecified)	0.4	-9	1	1	5	-9	4	32	-1	-5
CCN(CC)S(=O)(=O)c1ccc(N/N=C(\C)c2ccncc2)c([N+](=O)[O-])c1	-1.0	-1	·	1	5	-8	9	26	·	4
Cc1ccc(S(=O)(=O)NCC(=O)N(CC(=O)NCC2CCCO2)Cc2ccco2)cc1 (stereo unspecified)	-0.1	-5	-7	-4	-1	-5	-1	9	7	·
Cc1cccc(N2CCN(C(=O)c3ccc(NS(=O)(=O)c4ccc5[nH]c(=O)[nH]c5c4)cc3)CC2)c1C	-2.9	-13	0	7	-5	-3	5	-6	0	-1
CC(C)NC(=O)C1CC=CCC1C(=O)O (stereo unspecified)	-0.1	-9	-21	0	-7	0	-2	14	21	-1
O=C(COC(=O)c1ccc(Cl)nc1)NC(=O)c1ccc(OC(F)F)cc1	-0.9	-12	-4	-1	-5	7	3	·	4	-7
Cc1ccc2cccc(OCC(=O)NCCC3=CCCCC3)c2n1	-1.3	4	8	1	16	-6	-5	16	-8	·

Part of the list above in order of SMILES length, lowest first.
SMILES	CAL PDZ FP-1	PvdQ acylase	SR-BI DiI inh	NSD2 HMT inh	Rtt109 Vps75	dFosB act	MITF act	PfHsp90 yeast 2	SR-BI uptake up	CAL PDZ FP-2
CC1CCN=C(N)S1 (stereo unspecified)	-1.0	-5	-12	·	-5	1	0	-27	12	-5
O=C(NC1CCCc2ccccc21)C1CCN(C(=O)c2sccc2-n2cccc2)CC1 (stereo unspecified)	-1.6	9	46	·	1	1	·	-7	-46	·
O=C(NCCN1CCOCC1)c1ccc(/C=C2\Sc3ccccc3N(Cc3ccc(F)cc3)C2=O)cc1	-1.8	-13	39	4	-6	-4	-3	-111	-39	-8

Compound profiles, as listed above. Screens in order: CAL PDZ FP-1 | PvdQ acylase | SR-BI DiI inh | NSD2 HMT inh | Rtt109 Vps75 | dFosB act | MITF act | PfHsp90 yeast 2 | SR-BI uptake up | CAL PDZ FP-2
Profile of COc1ccc(S(=O)(=O)NC(C)C(=O)NCc2ccccn2)cc1OC (stereo unspecified) = -1.7 | -16 | · | -1 | -8 | 3 | · | -10 | · | 0
Profile of CC1CCN=C(N)S1 (stereo unspecified) = -1.0 | -5 | -12 | · | -5 | 1 | 0 | -27 | 12 | -5
Profile of O=C(CNc1ccccc1OC(F)F)N1CCc2ccccc21 = 0.0 | -11 | -3 | · | -4 | 11 | 108* | -3 | 3 | 3
Profile of CN1C(=S)SC(C)(C)C1(C)NO (stereo unspecified) = 0.2 | 0 | -5 | 1 | -2 | 0 | 4 | 6 | 5 | 6
Profile of Cc1cccc(N2CCN(C(=O)c3ccc4[nH]c(C)c(C)c4c3)CC2)c1C = 0.2 | 2 | 15 | 0 | 3 | -4 | -29 | -6 | -15 | -3
